All columns: NCI-60 one-dose screen, growth in % after 48 h at 10 µM unless noted; 100 = growth as untreated, 0 = no growth, -100 = all killed.
MALME-3M – MALME-3M melanoma | hit rate 5.8% among 78,000 | AID 1794766
A549/ATCC – A549/ATCC NSCLC; AID 1794740; hit rate 3.7% among 81,000
EKVX – EKVX NSCLC. hit rate 3% among 71,000
SK-MEL-5 – SK-MEL-5 melanoma; hit rate 6.4% among 80,000
UACC-62 – UACC-62 melanoma | hit rate 5.4% among 81,000
M14 – M14 melanoma. hit rate 6.2% among 80,000. AID 1794745
SK-MEL-2 – SK-MEL-2 melanoma. hit rate 4.7% among 77,000
UACC-257 – UACC-257 melanoma; hit rate 4.4% among 78,000
Active calls of the source: *; nt = no result given; & = joins results of further samples; [ ] = another dose, or the depositor's remark. How the source made its calls: active means growth percent below 10; inactive means the rest.

SMILES	MALME-3M	A549/ATCC	EKVX	SK-MEL-5	UACC-62	M14	SK-MEL-2	UACC-257
Nc1c(N=Nc2ccc(S(=O)(=O)O)cc2)cc(S(=O)(=O)O)c2ccc(N=Nc3ccc([N+](=O)[O-])cc3)c(O)c12	93	95	108	101	93	103	102	104
O=C1C2=C(SC3c4cccn4CCN3C2=S)c2ccccc21 (stereo unspecified)	90	102	96	100	99	103	102	95
Cc1ccc(C(O)C2=CC(=O)c3ccccc3C2=O)cc1 (stereo unspecified)	107	102	91	98	91	96	116	102
O=S(=O)(O)c1ccccc1/C=N\NC(=S)N/N=C/c1ccccc1S(=O)(=O)O	94	99	109	108	101	100	107	107
NC(=O)COCCO	102	106	105	100	109	102	114	105
CCN(CC)CCSCCCNc1c(C)cnc2cc(Cl)ccc12	87	96	87	75	94	89	143	113
Nc1nc(Nc2cccnc2)sc1C(=O)c1ccccc1F	157	27	51	30	42	59	48	73
COc1cccc2c1OC1(CCN(Cc3ccccc3)CC1)N1N=C(c3ccccc3)CC21 (stereo unspecified)	96	104	83	96	94	101	103	102
CC(=O)N(/C=C\c1sc2ccccc2[n+]1C)c1ccccc1	111	79	98	72	86	105	104	87
O=C(CSc1nnc(-c2cc3c([nH]c4ccccc43)c(-c3cccc(O)c3)n2)n1-c1ccccc1)c1ccccc1	55	70	69	33	70	30	66	93
N#Cc1ccc(C(=O)CSc2nnc3n4c(nn23)SCC(c2ccccc2)=N4)cc1	97	111	105	99	93	106	113	110
COc1ccc(C2CC(c3ccc(Cl)cc3)=NN2C(=O)Cn2c3c(sc2=O)C2C[C@@H](C)CCC2C(C)(C)S3)cc1 (stereo partly specified)	107	71	nt	83	70	91	86	90
CC1=C(C)CS(=O)(=O)[C@@]2(C1)Cc1c(C)cccc1C2=O	104	90	107	104	96	102	96	92
C=C(C)[C@@H]1CC[C@]2(C(=O)OC)CC[C@]3(C)[C@H](CC[C@@H]4[C@@]5(C)CC[C@H](N)C(C)(C)[C@@H]5CC[C@]43C)[C@@H]12	-98*	-87*	-96*	-55*	-98*	-74*	-75*	-70*
Cc1cc2c(n1C)CSCC2=O	93[100 µM]	106[100 µM]	83[100 µM]	89[100 µM]	96[100 µM]	87[100 µM]	115[100 µM]	106[100 µM]
C#CC[C@@H]1C[C@]2(C)[C@H]3CC[C@@H]4[C@H]5C(C(=C)C)CC[C@]5(C(=O)NCCCCN)CC[C@@]4(C)[C@]3(C)CC[C@H]2C(C)(C)[C@H]1OC(C)=O (stereo partly specified)	47	-54*	90	90	-36*	-58*	61	86
COc1c(Br)cc(CO)c([N+](=O)[O-])c1OC	96	93	nt	99	103	95	102	98
COc1ccc2ccccc2c1[N+](=O)[O-]	115	nt	95	98	97	109	108	102
O=C(/C=C/Nc1ccc(S(=O)(=O)O)cc1)c1ccc(F)cc1	105	101	107	99	93	96	nt	101
COC(=O)[C@]12CCC(C)(C)C[C@H]1[C@H]1C(=O)C[C@@H]3[C@@]4(C)c5c([nH]c6ccccc6c5=O)C(C)(C)[C@@H]4CC[C@@]3(C)[C@]1(C)CC2	88	35	52	12	55	29	75	57
COc1cc(-c2nc(SCCC(C)C)nc(Nc3cccc(C)c3)c2C#N)cc(OC)c1OC	103	98	105	104	96	104	105	105
O=C(O)C(=O)O	108	nt	103	100	99	109	88	nt
O=C(/C(=C/c1ccc([N+](=O)[O-])cc1)SCc1ccc(F)cc1)c1ccc(Cl)cc1	92	87	58	54	38	45	88	87
Cc1ccc(NC(=O)N/C(N)=N/c2nc(=O)c3ccccc3s2)cc1	94	103	94	93	83	92	106	103
CC(O)C(O)C(O)C(O)CO (stereo unspecified)	111	94	nt	96	101	92	nt	75
SMILES	MALME-3M	A549/ATCC	EKVX	SK-MEL-5	UACC-62	M14	SK-MEL-2	UACC-257
Nc1[nH]nc2nc(CCl)n3c4ccccc4nc3c12	98	99	99	99	92	109	100	100
NS(=O)(=O)c1ccc(Nc2cc(-c3ccccc3)nc(SCC(=O)c3ccccc3)n2)cc1	93	99	98	99	91	98	105	99
CCC(=O)N1CCN(C(=O)CC)CC1	104	73	109	91	nt	94	108	76
CCSc1nc(C)cc(Nc2ccc(Cl)cc2)n1	109	83	61	86	70	111	89	109
CCOC(=O)CCCCN1C(=O)S/C(=C\c2ccc([N+](=O)[O-])cc2)C1=O	99	107	101	106	93	106	nt	99
CN(C)N=Nc1ccc(N(C)C)cc1	119	73	95	96	89	102	92	82
Cc1ccc(CSc2nc(-c3ccc(F)cc3)c(C#N)c(=O)[nH]2)cc1	117	90	100	95	94	116	103	102
CCN(CC)/C([O-])=c1\cccc\c1=C1\N=C(c2ccccc2)N=C1[n+]1ccc(-c2ccccc2)cc1	93	98	93	94	94	90	78	93
Cn1cc(C=O)c2ccccc21	88	104	nt	99	106	103	109	105
CC(=O)Nc1ccc(C(N)=O)cn1	99	99	100	103	92	90	106	93
CC1CCCN(S(=O)(=O)c2ncsc2-c2ccccc2)C1 (stereo unspecified)	97	102	94	98	90	99	113	103
C=C(C)[C@H]1C2=CC(C(=O)OC)=C(C[C@H](C(=C)C)[C@@H]3OC(=O)[C@]4(O[C@H]4[C@@H]1O)[C@@H]3N(C)C)O2	107	102	101	102	89	105	115	98
CC(=O)Nc1cccc(Nc2nc(-c3ccc(Cl)cc3)n3ncc(C#N)c3n2)c1	120	63	78	80	58	91	78	80
CC(C)CCc1ccc(O)cc1	93	95	104	111	102	103	96	107
CCCCCOc1ccc(N2C(=O)C(C)CNC2=S)cc1 (stereo unspecified)	97	110	101	98	94	87	98	119
O=C(O)c1ccc(C(Cl)(Cl)Cl)cc1	109	101	105	101	105	87	115	105
COc1cccc2ccc(CC(O)(c3ccccc3)c3ccccc3)nc12	101	96	nt	87	86	94	85	96
O=C(O)c1ccc(-n2cc(CNc3ccc(F)cc3)c(-c3ccc(F)cc3)n2)cc1	83	64	63	84	61	94	64	94
O=C(/C(=N/O)c1ccccc1)c1ccccc1	82	98	nt	97	88	108	121	97
O=C(CC[C@H]1Cc2ccccc2NC1=O)NCc1cn(-c2ccccc2)nc1-c1ccccc1	92	84	94	93	77	97	80	96
Cn1c(COC(=O)N2CCCCC2)nc2c(N3CCOCC3)nc(Cl)nc21	101	101	93	100	95	104	103	97
O=C(CN1C(=O)c2ccccc2C1=O)c1ccccc1	105	108	103	109	93	106	107	nt
COc1ccc(C(=O)CSc2nccc(N3CCOCC3)n2)cc1	75	92	96	99	88	99	106	93
COC1OC(COCc2ccc(Cl)cc2)C(OCc2ccc(Cl)cc2)C1O (stereo unspecified)	110	89	95	96	94	104	98	100
O=S1SC(c2ccccc2)=NN1c1cc(F)cc(F)c1 (stereo unspecified)	76	26	38	50	29	21	68	69
SMILES	MALME-3M	A549/ATCC	EKVX	SK-MEL-5	UACC-62	M14	SK-MEL-2	UACC-257
O=[N+]([O-])c1cccc(Nc2n[nH]c(-c3ccccc3)n2)c1	88	90	46	82	57	83	104	90
Cc1nc(N)[nH]c(=O)c1CCC1OCCO1	97	100	100	102	99	98	nt	102
CCCCCn1sc(=O)n(Cc2ccc(CNC(=O)OCc3ccc4c(Cl)cc(Cl)c(O)c4n3)cc2)c1=O	70	50	86	49	40	59	90	88
COc1ccc(/C=C2\N=C(c3ccccc3)N(c3cc(OC)c(OC)cc3C(=O)N3N=C(C)CC3=O)C2=O)cc1O	108	106	nt	85	102	113	110	113
COc1cc(-n2nc(C(=O)NCCCCCC(=O)O)nc2-c2ccccc2)cc(OC)c1OC	102	104	99	101	102	95	92	nt
Cc1cccc(C)c1I	113	110	97	115	101	82	100	106
COc1ccc(-c2cc(-c3ccc(Cl)cc3)c(C#N)c(=O)n2Cc2ccc(C(=O)Nc3ccccc3N)cc2)cc1	74	109	82	81	49	82	79	105
N#C/C(=C\c1c(-c2ccccc2)[nH]c2ccccc12)C(=O)N1CCCCC1	115	92	95	82	59	93	125	110
CN1C(=O)C2=C(NCCN(C(=O)[C@@H](Cl)c3ccccc3)C2c2ccc(Cl)c(Cl)c2)C1(C)C (stereo partly specified)	95	85	90	92	84	96	103	89
[Cl][Ru].c1ccc(-c2cc(-c3ccccn3)nc(-c3ccccn3)c2)cc1.c1ccc(-c2ccnc3c2ccc2c(-c4ccccc4)ccnc23)cc1	-34*	15	26	-95*	-68*	-57*	-92*	-29*
Nc1cc(Nc2ccc(Cl)c(Cl)c2)nc(N)n1	106	95	85	98	103	nt	104	100
CCC1(C2CCCC2)NC(=O)NC1=O (stereo unspecified)	98	104	105	101	100	102	102	105
O=C(C[n+]1ccc2ccccc2c1)c1ccc(Cl)cc1	92	97	91	99	98	88	103	105
CCc1c(C)c2cc3c(c(C)c2oc1=O)OC[C@@H](c1ccccc1)N3	94	95	96	92	83	95	103	104
COc1ccc(-c2nc(SCC(C)C)nc(Nc3ccc(/C(C)=N\NC(N)=S)cc3)c2C#N)cc1	63	70	74	70	64	79	84	96
Nc1cccc(C(=O)Nc2cccc3ccc(O)cc23)c1	98	107	nt	99	101	102	nt	nt
O=[N+]([O-])c1cccc(-c2ccccc2-c2nc(-c3ccccc3)c(-c3ccccc3)n2C2CC2)c1	63	51	57	63	47	50	51	78
COC1=Nc2ccccc2/C=C\c2ccccc21	114	100	113	101	116	114	102	107
COc1cc(N)c(C)c2c(C)ccnc12	92&97	96&103	86	98&101	93&100	108&101	110	89&101
CCn1cc(C(=O)N[C@H]2C(OC(C)=O)[C@@H](OC(C)=O)C(COC(C)=O)O[C@H]2OC(C)=O)c(=O)c2cc(F)c(N3CCN(C(C)=O)CC3)cc21 (stereo partly specified)	117	106	106	102	104	108	116	104
O=C1/C(=C/c2ccccn2)NC(=S)N1c1cccc(Br)c1	108	103	104	98	93	100	119	105
COC(=O)c1cc2oc(/C=C3/SC(=S)N(N)C3=O)cc2n1C	119	105	142	102	103	95	nt	102
c1ccc(-c2cc(-c3ccccc3C3CC3)no2)cc1	100	103	94	89	79	100	92	96

18 of these compounds in another layout:
Results follow in this order: MALME-3M	A549/ATCC	EKVX	SK-MEL-5	UACC-62	M14	SK-MEL-2	UACC-257
O=[N+]([O-])c1cccc(Nc2n[nH]c(-c3ccccc3)n2)c1
 : 88	90	46	82	57	83	104	90
Cc1nc(N)[nH]c(=O)c1CCC1OCCO1
 : 97	100	100	102	99	98	nt	102
CCCCCn1sc(=O)n(Cc2ccc(CNC(=O)OCc3ccc4c(Cl)cc(Cl)c(O)c4n3)cc2)c1=O
 : 70	50	86	49	40	59	90	88
COc1ccc(/C=C2\N=C(c3ccccc3)N(c3cc(OC)c(OC)cc3C(=O)N3N=C(C)CC3=O)C2=O)cc1O
 : 108	106	nt	85	102	113	110	113
COc1cc(-n2nc(C(=O)NCCCCCC(=O)O)nc2-c2ccccc2)cc(OC)c1OC
 : 102	104	99	101	102	95	92	nt
Cc1cccc(C)c1I
 : 113	110	97	115	101	82	100	106
COc1ccc(-c2cc(-c3ccc(Cl)cc3)c(C#N)c(=O)n2Cc2ccc(C(=O)Nc3ccccc3N)cc2)cc1
 : 74	109	82	81	49	82	79	105
N#C/C(=C\c1c(-c2ccccc2)[nH]c2ccccc12)C(=O)N1CCCCC1
 : 115	92	95	82	59	93	125	110
CN1C(=O)C2=C(NCCN(C(=O)[C@@H](Cl)c3ccccc3)C2c2ccc(Cl)c(Cl)c2)C1(C)C (stereo partly specified)
 : 95	85	90	92	84	96	103	89
[Cl][Ru].c1ccc(-c2cc(-c3ccccn3)nc(-c3ccccn3)c2)cc1.c1ccc(-c2ccnc3c2ccc2c(-c4ccccc4)ccnc23)cc1
 : -34*	15	26	-95*	-68*	-57*	-92*	-29*
Nc1cc(Nc2ccc(Cl)c(Cl)c2)nc(N)n1
 : 106	95	85	98	103	nt	104	100
CCC1(C2CCCC2)NC(=O)NC1=O (stereo unspecified)
 : 98	104	105	101	100	102	102	105
O=C(C[n+]1ccc2ccccc2c1)c1ccc(Cl)cc1
 : 92	97	91	99	98	88	103	105
CCc1c(C)c2cc3c(c(C)c2oc1=O)OC[C@@H](c1ccccc1)N3
 : 94	95	96	92	83	95	103	104
COc1ccc(-c2nc(SCC(C)C)nc(Nc3ccc(/C(C)=N\NC(N)=S)cc3)c2C#N)cc1
 : 63	70	74	70	64	79	84	96
Nc1cccc(C(=O)Nc2cccc3ccc(O)cc23)c1
 : 98	107	nt	99	101	102	nt	nt
O=[N+]([O-])c1cccc(-c2ccccc2-c2nc(-c3ccccc3)c(-c3ccccc3)n2C2CC2)c1
 : 63	51	57	63	47	50	51	78
COC1=Nc2ccccc2/C=C\c2ccccc21
 : 114	100	113	101	116	114	102	107
